KCNQ1 block = human KCNQ1 channel inhibition; P51787; CHO-K1 KCNQ1, FluxOR thallium flux fluorescence; active compounds read high; B-score at 10 µM; 310,000 compounds, 1.3% hits; AID 2642;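 active means compounds whose thallium flux B-score, printed positive for inhibition, exceeds three library SD while starting fluorescence stays within three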;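 further: channel opened by potassium depolarization with thallium stimulus after 20 min compound exposure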
Target sequence (P51787 whole entry, looked up): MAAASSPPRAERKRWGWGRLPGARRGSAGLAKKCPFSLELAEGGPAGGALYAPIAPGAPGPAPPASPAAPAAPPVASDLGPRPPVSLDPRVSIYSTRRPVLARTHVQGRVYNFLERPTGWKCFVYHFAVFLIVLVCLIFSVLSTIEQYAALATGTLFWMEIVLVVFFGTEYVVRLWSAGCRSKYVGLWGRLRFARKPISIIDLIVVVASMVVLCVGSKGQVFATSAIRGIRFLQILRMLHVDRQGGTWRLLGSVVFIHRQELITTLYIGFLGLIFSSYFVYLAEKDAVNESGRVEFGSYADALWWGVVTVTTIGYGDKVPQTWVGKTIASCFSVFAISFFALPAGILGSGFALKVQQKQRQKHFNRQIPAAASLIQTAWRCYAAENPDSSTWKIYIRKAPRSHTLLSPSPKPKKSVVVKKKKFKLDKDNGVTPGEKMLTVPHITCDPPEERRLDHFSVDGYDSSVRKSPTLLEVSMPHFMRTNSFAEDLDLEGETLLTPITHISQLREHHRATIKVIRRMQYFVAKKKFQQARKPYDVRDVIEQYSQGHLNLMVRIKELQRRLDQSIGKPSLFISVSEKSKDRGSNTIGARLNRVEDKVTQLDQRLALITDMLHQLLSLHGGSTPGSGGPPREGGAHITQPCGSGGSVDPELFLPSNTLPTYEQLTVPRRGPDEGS
hERG rescue = compounds protecting human hERG from proarrhythmic drug block. CHO-hERG, FluxOR thallium flux, dofetilide IC70 present. AID 1511. 310,000 compounds, 0.51% hits. activation (rescue from dofetilide block), less the hit threshold, % at 10 µM. Q12809;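 active means activation above the mean of controls blocked by dofetilide plus 5 SD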;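 further: thallium influx through hERG after potassium depolarization seen as dye fluorescence rise; in these data hits start at about 4.7%; inactives centre near -7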
RGS4 act = potentiators or activators of RGS4; HEK293 M3R/inducible RGS4, carbachol calcium flux Fluo4; active compounds read low; B-score at 10 µM; 310,000 compounds, 0.92% hits; AID 463111;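 active means B-score of the integrated calcium signal more than 4 SD below the library mean, with starting fluorescence not abnormally high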;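 further: negative B-score means reduced calcium response which marks RGS4 activation or potentiation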
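Reagent: ECmax carbachol challenge; Test system: M3R-expressing HEK293 line, RGS4 induced by doxycycline; Schedule: overnight RGS4 induction, 30 min dye load 37 °C, 20 min compound RT; Detection: calcium dye Fluo4 fluorescence; Read-out: Agonist-evoked peak-minus-minimum fluorescence over baseline, integrated ratio, B score.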
KCNQ1 pot = potentiators or activators of human KCNQ1 potassium channel; P51787; CHO-K1 KCNQ1, thallium flux FluxOR fluorescence; active compounds read high; B-score at 10 µM; 310,000 compounds, 0.35% hits; AID 2648;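 active means fluorescence ratio B-score, a plate-corrected score, at least three library SD, with initial intensity B-score within 5 SD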
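Medium – assay buffer, equal DMSO in all wells · Material – CHO-K1 cell line with stable KCNQ1 potassium channel expression · Signal – kinetic FluxOR thallium fluorescence, 10-s 1-Hz baseline, 110-s post-stimulus read · Compound – single concentration per compound, DMSO matched to controls · Schedule – 37 °C overnight plating, 90-min dark dye load, 20-min compound pretreatment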
HDAC3 inhib = human HDAC3 inhibition. 320,000 compounds, 0.15% hits. recombinant HDAC3, fluorogenic peptide/trypsin coupled, fluorescence. inhibition, % at 8.3 µM. O15379; in the data active means inhibition above about 26%, passing the limit was not always enough; inconclusive means no clear call, values can overlap the other calls
Target sequence (O15379 whole entry, looked up): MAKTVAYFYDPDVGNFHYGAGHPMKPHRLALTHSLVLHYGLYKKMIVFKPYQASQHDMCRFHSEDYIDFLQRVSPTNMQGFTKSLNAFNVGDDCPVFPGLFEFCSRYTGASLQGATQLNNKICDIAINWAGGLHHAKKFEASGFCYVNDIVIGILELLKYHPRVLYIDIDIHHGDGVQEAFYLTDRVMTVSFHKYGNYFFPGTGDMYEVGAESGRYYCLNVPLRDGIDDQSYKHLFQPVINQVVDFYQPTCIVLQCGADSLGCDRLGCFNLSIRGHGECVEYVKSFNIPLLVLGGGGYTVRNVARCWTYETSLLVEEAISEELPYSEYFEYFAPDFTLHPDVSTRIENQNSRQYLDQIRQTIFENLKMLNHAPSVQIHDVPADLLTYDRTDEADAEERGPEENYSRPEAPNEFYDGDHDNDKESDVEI
PolyA inhibitor = inhibitors of polyadenylation in S. cerevisiae; AID 1875; 300,000 compounds, 0.02% hits; calls only at 12 µM; S. cerevisiae SKY197-pL101 polyadenylation reporter, beta-gal luminescence; efflux-impaired pdr1/pdr3 knockout yeast; score 100 = 6 SD above DMSO;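 active means lowest replicate activity score at least 50, where 100 means six control SD above control mean; inconclusive means lowest score under 50 but half or more replicates reach 50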;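 further: yeast exposed to compound for 9 h at 30 °C; higher score means more reporter readthrough which indicates perturbed polyadenylation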
GSK3beta inhib = inhibitors of human GSK3beta kinase; 300,000 compounds, 0.038% hits; GST-GSK3beta kinase, ADP-Glo luminescence, 60 min; active compounds read low; P49841; activity score (negative = inhibition), % at 10 µM;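 active means more than half of replicate wells score below -50%, meaning over 50% inhibition versus plate controls; inconclusive means some replicates but at most half score below -50%; inactive means no replicate scores below -50%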;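 further: 0% = median DMSO wells and -100% = median GW8510 positive control wells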
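Test system: GST-tagged human GSK3beta kinase, cell-free; evaluation: activity score scaled between in-plate DMSO and GW8510 controls; measured by: ADP-Glo luminescence; incubation: 60 min reaction, RT; benchmarks: DMSO and 20 µM GW8510; reagent: peptide substrate plus 25 µM ATP (final); medium: Tris/MgCl2 kinase buffer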
Dyrk1A ADPGlo = Dyrk1A (rat) kinase inhibition. ADP-Glo luminescence, NFATc1 peptide. inhibition, % at 12.5 µM. 310,000 compounds, 0.43% hits. AID 504441; in the data active means inhibition above about 50%;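 further: plate controls were vehicle with enzyme for no effect and no enzyme for full effect; many of its hits are not listed in these tables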
GSK3 alpha inh = human GSK-3 alpha kinase inhibition; P49840; inhibition, % at 10 µM; ADP-Glo luminescence, 60 min; 320,000 compounds, 0.1% hits;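 in the data active means inhibition above about 50%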;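 further: GST-tagged GSK-3 alpha with peptide substrate and 25 µM ATP; 0% = DMSO neutral wells and 100% = GW8510 positive control wells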
KCNK9 block = inhibitors of human KCNK9 two-pore domain potassium channel; Q9NPC2; HEK293 KCNK9, FluxOR thallium flux fluorescence; active compounds read low; B-score at 10 µM; 310,000 compounds, 1.2% hits;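 active means ratio B-score over 3 SD below the library mean, with starting fluorescence within 5 SD of its mean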;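 further: negative B-score means less thallium flux so channel inhibition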
KCNK3 block = human KCNK3 channel inhibition, primary screen; AID 602410; 340,000 compounds, 0.84% hits; B-score at 10 µM; CHO-KCNK3 thallium flux, FluxOR fluorescence; active compounds read low; O14649;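 active means B-score under library mean minus 4 SD, starting fluorescence ratio at most library mean plus 5 SD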;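 further: more negative B-score means stronger inhibition of thallium flux through KCNK3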
An asterisk follows results filed as active; i = inactive; ? = inconclusive; · = not tested or not shown.

SMILES | KCNQ1 block | hERG rescue | RGS4 act | KCNQ1 pot | HDAC3 inhib | PolyA inhibitor | GSK3beta inhib | Dyrk1A ADPGlo | GSK3 alpha inh | KCNK9 block | KCNK3 block
Cc1ccc(C(=O)CC(C(=O)O)n2cnc([N+](=O)[O-])n2)cc1 (centres undefined) | i | -7 | i | i | 1 | i | 4 | -4 | -3 | i | i
O=C(CCN1CCCC1)Nc1cccc(Br)c1 | i | -2 | i | i | 0 | i | 1 | 5 | · | i | i
O=C(/C=C/c1ccccc1)NCCCNC(=O)/C=C/c1ccccc1 | i | -4 | i | i | 1 | i | 6 | · | -3 | i | i
CCc1ccc(C(=O)C(C)OC(=O)C2COc3ccccc3O2)cc1 (centres undefined) | i | -6 | i | i | 10 | i | 5 | -6 | 0 | i | i
CC(C)CCSc1nc(N2CCOCC2)c2c(c1C#N)CC(C)(C)OC2 | i | -21 | i | i | -6 | i | 2 | -10 | · | i | i
C=CCn1c(SCc2ccc(Br)cc2F)nc2cc(C(=O)O)ccc2c1=O | i | -16 | i | i | 1 | i | 3 | 27 | -11 | i | i
COc1ccc(S(=O)(=O)Nc2ccc3cn[nH]c3c2)cc1C | i | -6 | i | i | 8 | i | -3 | 4 | -1 | i | i
COc1ccc2[nH]c(-c3ccccc3)cc2c1 | i | -2 | i | i | -6 | i | -2 | -2 | -1 | i | i
O=[N+]([O-])c1cccc(/C=N/NC2CCS(=O)(=O)C2)c1 (centres undefined) | i | -3 | i | i | -13 | i | 2 | -3 | 6 | i | i
CCOC(=O)c1oc2cc(OC(C)=O)ccc2c(=O)c1-c1ccc(OC)c(OC)c1 | i | -3 | i | i | -1 | i | 3 | -6 | 1 | i | i
Cc1ccc(C#CC(C)(O)C(C)(C)C)cn1 (centres undefined) | i | -1 | i | i | · | i | -1 | 2 | 1 | i | i
C=CCn1c(-c2ccc(Cl)cc2)ccc(C#N)c1=O | i | -9 | i | i | -9 | i | 1 | 4 | -2 | i | i
CN(CC(=O)Nc1ccc(F)cc1)C(=O)COC(=O)/C=C/c1ccc(OC(F)F)cc1 | i | -7 | i | i | -1 | i | 6 | 14 | 0 | i | i
CC(C)OCCCNC(=O)c1ccc2c(c1)NC(=O)c1ccccc1S2 | i | -6 | i | i | -4 | i | 3 | -1 | 0 | i | i
COCCn1c(C)cc(C2=NNC(=Nc3ccccc3F)SC2)c1C | i | -15 | i | i | 2 | i | 0 | -8 | -1 | i | i
CCOc1ncccc1C(=O)OCC(=O)NCCc1ccccc1 | i | -5 | i | i | 2 | i | 4 | 11 | -4 | i | i
CCOC(=O)/C(O)=C/c1ncc(C(F)(F)F)cc1Cl | i | -9 | i | i | -4 | i | -5 | -8 | 2 | i | i
CCCc1cc(=O)n2nc(N3CCC(C(=O)Nc4c(F)c(F)c(F)c(F)c4F)CC3)sc2n1 | i | -9 | i | i | -11 | i | 2 | -1 | -1 | i | i
Cc1ccnc(NS(=O)(=O)c2ccc(C(C)(C)C)cc2)c1 | i | -3 | i | i | 0 | i | 1 | · | -1 | i | ·
Cc1cc(C)c(NC(=O)Nc2ccccc2)c(Cl)c1 | i | -5 | i | i | 0 | i | 2 | 2 | 0 | i | i
CCN(Cc1ccncc1)Cc1c(O)ccc2cc(Br)ccc12 | i | -5 | i | i | · | i | -2 | · | · | i | ·
CCOC(=O)c1c(CN(C)C)n(C)c2ccc(OC(C)=O)cc12 | i | -5 | i | i | 2 | i | -6 | -1 | 4 | i | i
CCCCN(C)S(=O)(=O)c1c(C)[nH]c(=O)[nH]c1=O | i | -5 | i | i | 0 | i | -5 | · | 1 | i | i
CCOC(=O)c1sc(N(C)C)nc1-c1ccccc1 | i | -6 | i | i | 1 | i | -1 | -7 | -2 | i | i
CNc1nc(N)nc(-c2cc(Cl)ccc2OC)n1 | i | -14 | i | i | 7 | i | -1 | 1 | 1 | i | i
COc1cc(/C=N/NC(=O)c2nnn(-c3nonc3N)c2C(C)C)ccc1OCc1ccc(F)cc1 | i | -6 | i | i | -2 | i | 3 | 0 | -1 | i | i
FC(F)(F)c1cc(C(F)(F)F)c2ccc(N3CCN(c4ncccn4)CC3)nc2n1 | i | -10 | i | i | -3 | i | 0 | 1 | 2 | i | i
COc1ccc(NC(=O)c2cccnc2)c(OC)c1 | i | -9 | i | i | -8 | i | -2 | 4 | -4 | i | i
O=C(Nc1cccc(Br)c1)/C(=C\c1cccnc1)NC(=O)c1ccco1 | i | -4 | i | i | ? | i | 0 | 5 | -2 | i | i
Cc1ccccc1NC(=O)c1ocnc1C | i | -8 | i | i | 1 | i | -1 | -4 | -1 | i | i
Cc1cc(C)nc(NC(=O)CCCC(=O)O)c1 | i | -4 | i | i | 3 | i | 3 | 3 | -2 | i | i
O=C(NCCCn1ccnc1)c1cc(-c2cccc(O)c2)on1 | i | -6 | i | i | 5 | i | 3 | 11 | 0 | i | i
O=C(O)CCc1ccccc1OC(=O)c1ccccc1 | i | 1 | i | i | -2 | i | 1 | -2 | -3 | i | i
Cc1cc(C)c(C)c(S(=O)(=O)NC(C)C(=O)O)c1C (centres undefined) | i | -12 | i | i | 5 | i | 1 | 7 | -4 | i | i
O=C(O)C1CCCN1C(=O)c1cncc(Br)c1 (centres undefined) | i | 0 | i | i | -4 | i | -1 | 41 | -1 | i | i
Cc1cc2ncc(-c3ncc(C(F)(F)F)cc3Cl)cn2n1 | i | -8 | i | i | -5 | i | -3 | 0 | -1 | i | i
CC(=O)c1ccc(N2CCc3ccccc3C2)c([N+](=O)[O-])c1 | i | -5 | i | i | -6 | i | 0 | · | -1 | i | i
COC(=O)c1ccccc1NC(=S)NC(=O)CC(C)C | i | -10 | i | i | 0 | i | · | 2 | -1 | i | i
CCOc1ccc(NC(=O)c2c[nH]n3c(=O)cc(C4CCN(C(=O)OC(C)(C)C)CC4)nc23)cc1 | i | -18 | i | i | · | i | 1 | -6 | -2 | i | i
Cc1ccc(C(c2cc(Cl)c3cccnc3c2O)N2CCN(C)CC2)cc1 (centres undefined) | i | -3 | i | i | 13 | i | 0 | -4 | 0 | i | i

Just hERG rescue, GSK3 alpha inh and HDAC3 inhib, for 5 of the compounds above:
| SMILES | hERG rescue | GSK3 alpha inh | HDAC3 inhib |
| --- | --- | --- | --- |
| C=CCn1c(-c2ccc(Cl)cc2)ccc(C#N)c1=O | -9 | -2 | -9 |
| C=CCn1c(SCc2ccc(Br)cc2F)nc2cc(C(=O)O)ccc2c1=O | -16 | -11 | 1 |
| Cc1cc(C)c(C)c(S(=O)(=O)NC(C)C(=O)O)c1C (centres undefined) | -12 | -4 | 5 |
| O=C(O)C1CCCN1C(=O)c1cncc(Br)c1 (centres undefined) | 0 | -1 | -4 |
| O=[N+]([O-])c1cccc(/C=N/NC2CCS(=O)(=O)C2)c1 (centres undefined) | -3 | 6 | -13 |

Next compounds follow:
SMILES | KCNQ1 block | hERG rescue | RGS4 act | KCNQ1 pot | HDAC3 inhib | PolyA inhibitor | GSK3beta inhib | Dyrk1A ADPGlo | GSK3 alpha inh | KCNK9 block | KCNK3 block
COc1ccccc1OCC(=O)Nc1ccccc1C(=O)N1CCCC1 | i | -5 | i | i | 0 | i | 2 | 9 | -1 | i | i
CN(C)S(=O)(=O)c1ccc(N2CCCC2)c(C(=O)Nc2nc(-c3cc(F)ccc3F)cs2)c1 | i | -10 | i | i | 0 | i | -1 | -5 | -4 | i | i
O=C(Cc1cccs1)NNC(=S)NC(=O)c1ccco1 | i | -11 | i | i | 8 | i | -5 | -1 | -2 | i | i
O=C(Cn1ncc(N2CCCC2)c(Br)c1=O)c1ccc(Cl)cc1 | i | -2 | i | i | 2 | i | 1 | -3 | 2 | i | i
COCCCNC(=O)c1sc2ncnc(N3CCc4ccccc4C3)c2c1C | i | -6 | i | i | 10 | i | -1 | 6 | 0 | i | i
CCCCc1ccc(NC(=O)COCC)cc1 | i | -10 | i | i | -5 | i | -2 | -3 | -3 | i | i
COCCN(CCOC)C(=O)N1CCOCC1 | i | -6 | i | i | -7 | i | -7 | · | -2 | i | i
COc1ccc2oc(C(=O)OCC(=O)NC3CCCC3)c(C)c2c1 | i | -11 | i | i | -16 | i | 1 | 11 | 3 | i | i
S=c1[nH]nc(-c2ccco2)n1/N=C/c1ccc(Br)s1 | i | -15 | i | i | 3 | i | -2 | 43 | 1 | i | i
COc1cccc(C2c3c(oc4ccc(F)cc4c3=O)C(=O)N2CCCN2CCOCC2)c1 (centres undefined) | i | -8 | i | i | -8 | i | -4 | 8 | · | i | i
C(=N\N=C\c1cccs1)/c1cccs1 | i | -5 | i | i | 9 | i | 3 | -4 | -1 | i | i
c1ccc(C[n+]2csc3ccccc32)cc1 | i | -15 | i | i | 8 | i | -2 | 2 | -5 | i | i
Cc1ccsc1C(=O)NC(C)c1ccc2c(c1)OCO2 (centres undefined) | i | -7 | i | i | 3 | i | 1 | 5 | -2 | i | i
CN1CCN(C(=O)c2ccc(Cn3cc(Cl)cn3)o2)CC1 | i | -1 | i | i | -1 | i | -3 | 1 | 1 | i | i
O=C(O)C(S)C(S)C(=O)O (centres undefined) | i | -4 | i | i | 4 | i | -1 | 6 | -4 | i | i
CC(C)(O)C#Cc1ccc(CN2CCN(Cc3ccsc3)C(CCO)C2)s1 (centres undefined) | i | -12 | i | i | 2 | i | 1 | 6 | -3 | i | i
C=CCn1c(SCC(=O)c2[nH]c(C)c(C(=O)OC)c2C)nc2scc(-c3ccc(OC)c(OC)c3)c2c1=O | i | -8 | i | i | 2 | i | -1 | -6 | -3 | i | i
O=C(CN(Cc1ccco1)C(=O)CNS(=O)(=O)c1ccc(Cl)cc1)NCc1ccc(F)cc1 | i | -7 | i | i | 7 | i | -1 | 3 | 0 | i | i
O=C(O)CCCC(=O)Nc1cccc2cccnc12 | i | -6 | i | i | 2 | i | -2 | -2 | -1 | i | i

Bioassay records (PubChem)

A portion of the library; rates above refer to the full screens.
